CXCR6 inh: inhibitors of human CXCR6 receptor. CHO-K1 PathHunter CXCR6 beta-arrestin, luminescence. AID 602244. O00574. inhibition, % at 20 µM. 360,000 tested, 0.36% active; in the data active means inhibition above about 34%, passing the limit was not always enough;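 further: antagonist mode with CXCL16 agonist at 10 nM final; 0% = 10 nM CXCL16 with DMSO and 100% = unstimulated wells without agonist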
CCR6 antagonist: antagonists of human CCR6 receptor. P51684. CHO-K1 CCR6 PathHunter beta-arrestin, luminescence, CCL20-stimulated. inhibition, % at 20 µM. 340,000 tested, 0.49% active. AID 493098;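 active means compounds whose inhibition of the agonist-driven luminescence signal at 20 µM reaches about 50%, limit read from the data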;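 further: cells stimulated with CCL20 at 14 nM final; plate controls were DMSO with CCL20 for no effect and DMSO without agonist for full effect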
XBP1 UPR activ: adaptive UPR (XBP1) activation | CHO-XBP1 luciferase reporter, IRE1-XBP1 UPR activation, luminescence; percent of tunicamycin response, DMSO as zero | activation, % at 20 µM | 330,000 tested, 0.33% active | AID 463104;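 active means versus positive control, 20 µM dose yields 30% or more activation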;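 further: 100% = tunicamycin at 10 µg/mL and 0% = DMSO only wells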
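Material: CHO-XBP1 cells stably carrying IRE1-XBP1-driven luciferase reporter | Medium: F12 with 10% serum | Compound dosing: 20 µM single concentration, DMSO 1% | Incubation: Overnight seeding at 37 °C, 6 h compound treatment at 37 °C | Detection: Steady-Glo luminescence read | Read-out basis: % activation of reporter signal versus tunicamycin and DMSO controls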
CHOP UPR activ: activators of apoptotic arm of unfolded protein response (CHOP). CHO-CHOP luciferase reporter, UPR activation, luminescence; percent of tunicamycin response over DMSO baseline. activation, % at 10 µM. 330,000 tested, 0.34% active. AID 449763;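 active means at 10 µM dose, activation of 40% or more, normalized to positive control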;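 further: 100% = tunicamycin at 10 µg/mL and 0% = DMSO alone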
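System: CHO-CHOP luciferase reporter cell line; amount: 500 cells/well; buffer or medium: F12 medium containing 10% fetal bovine serum; incubation: 6 h compound exposure at 37 °C after overnight seeding; measured by: luciferase luminescence after 10 min with Steady-Glo reagent; evaluation: % reporter activation, DMSO baseline versus tunicamycin full activation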
Mdm2 MdmX PPI: human Mdm2/MdmX binding inhibition. O15151+Q00987. SaOS-2 split-luciferase Mdm2/MdmX complementation, luminescence. inhibition, % at 8 µM. 330,000 tested, 3% active;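 active means inhibition of at least 50% at 8 µM in the primary screen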
Target sequence (O15151 whole entry, looked up): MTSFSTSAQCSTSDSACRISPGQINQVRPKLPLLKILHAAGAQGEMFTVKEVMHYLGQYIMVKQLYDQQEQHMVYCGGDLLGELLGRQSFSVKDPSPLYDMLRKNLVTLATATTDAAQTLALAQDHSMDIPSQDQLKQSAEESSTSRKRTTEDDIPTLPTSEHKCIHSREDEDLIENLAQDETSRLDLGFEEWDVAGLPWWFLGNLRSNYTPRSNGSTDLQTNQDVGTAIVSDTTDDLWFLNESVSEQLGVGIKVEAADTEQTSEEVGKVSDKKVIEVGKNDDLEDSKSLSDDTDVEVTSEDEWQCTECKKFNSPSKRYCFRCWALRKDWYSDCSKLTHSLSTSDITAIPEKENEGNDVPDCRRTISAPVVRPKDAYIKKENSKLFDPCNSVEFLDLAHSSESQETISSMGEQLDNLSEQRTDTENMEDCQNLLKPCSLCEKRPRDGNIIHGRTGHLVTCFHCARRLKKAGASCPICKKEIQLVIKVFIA
Target sequence (Q00987 whole entry, looked up): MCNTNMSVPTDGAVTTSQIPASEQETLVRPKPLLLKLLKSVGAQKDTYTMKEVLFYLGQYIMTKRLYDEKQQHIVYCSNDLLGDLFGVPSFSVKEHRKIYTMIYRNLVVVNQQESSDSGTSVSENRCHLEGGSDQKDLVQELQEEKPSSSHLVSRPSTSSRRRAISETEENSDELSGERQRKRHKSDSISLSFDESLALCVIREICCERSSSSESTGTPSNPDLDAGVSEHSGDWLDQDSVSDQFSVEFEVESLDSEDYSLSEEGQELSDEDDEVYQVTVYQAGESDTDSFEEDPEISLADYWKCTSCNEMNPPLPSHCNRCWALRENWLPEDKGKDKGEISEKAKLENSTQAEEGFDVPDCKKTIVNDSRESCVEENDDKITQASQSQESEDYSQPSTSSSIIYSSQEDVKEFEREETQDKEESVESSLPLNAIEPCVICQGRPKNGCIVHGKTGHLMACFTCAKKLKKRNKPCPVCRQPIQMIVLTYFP
EBI2 block: EBI2 (human) antagonism; 360,000 tested, 0.81% active; EBI2 beta-arrestin recruitment, luminescence, 7a,25-OHC stimulated; P32249; AID 651636; inhibition, % at 5 µM; in the data active means inhibition above about 38%;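 further: enzyme fragment complementation signal reports receptor beta-arrestin coupling in cells; 0% = agonist plus DMSO wells and 100% = wells without agonist; some results beyond the cut were filed as inactive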
APJ antag: APJ receptor antagonism; inhibition, % at 20 µM; CHO-K1 APJ beta-arrestin complementation, luminescence; 330,000 tested, 0.32% active; AID 2521; P35414;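 active means inhibition above about 40% at 20 µM, limit read from the data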;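 further: cells challenged with 10 nM apelin-13 agonist together with compound; plate controls were apelin-13 plus DMSO wells for no effect and DMSO wells lacking apelin-13 for full effect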
tim23-1 inh: growth inhibitors of tim23-1 mutant yeast; S. cerevisiae tim23-1 growth, BacTiter-Glo luminescence, 24 h; inhibition, % at 20 µM; 330,000 tested, 1.3% active; AID 463212;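 active means growth inhibition of the mutant yeast at or above 50%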;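 further: temperature-sensitive mutant grown at 25 °C; plate controls were DMSO-treated mutant yeast for no effect and medium wells lacking yeast for full effect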
APJ ag: agonists of human APJ apelin receptor. P35414. CHO-K1 APJ PathHunter beta-arrestin, luminescence; 0% DMSO wells, 100% apelin. activation, % at 20 µM. 330,000 tested, 0.11% active;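 active means activation more than six SD over the plate average, tested at 20 µM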;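 further: 0% = DMSO alone and 100% = apelin-13 at 10 nM; some results filed as inactive read as strong as hits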
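Assay system: CHO-K1 APJ beta-arrestin complementation cell line / Compound: single test compound dose, 20 µM final, 1% DMSO / Times: overnight seeding, 90 min compound at 25 °C, 1 h detection / Technique: beta-gal luminescence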
* marks the source's active call; other numbers are inactive results; . = no result given. A portion of the library. The share of hits here may be higher or lower than overall.

compound	Mdm2 MdmX PPI	CHOP UPR activ	CXCR6 inh	CCR6 antagonist	tim23-1 inh	EBI2 block	XBP1 UPR activ	APJ antag	APJ ag
COCC(=O)N1CCCN(c2nc3c(C)cccc3cc2C#N)CC1	-12	1.1	-3	3	16	-2	-1	10	0
Cc1cc(C(F)(F)F)n2ncc(-c3ccc(F)cc3)c2n1	8	-0.7	-1	0	-5	3	-1	-10	-7
CCCCN1C(=O)C2Cc3c([nH]c4ccccc34)CN2C1=S (stereo unspecified)	-22	0.3	0	12	35	6	-2	5	-1
Cc1nnc(SCC(=O)N2CC(=O)Nc3ccccc32)n1C	-8	2.9	-5	4	2	5	-1	3	-3
Cc1ccccc1NC(=S)Nc1ccc(Br)cc1	-9	-0.8	-3	7	34	-6	2	29	3
COc1ccc2nc(NC(=O)c3ccc(Br)s3)sc2c1	-82	3.8	6	5	2	4	-2	16	-2
Cc1noc(C)c1CSCC(=O)N(C)CC(=O)Nc1ccc(Cl)c(C(F)(F)F)c1	20	1.1	-2	8	19	-28	-4	7	12
CCOCCCNCc1ccc(OCCC(C)C)c(OC)c1	-2	-0.2	7	-5	4	-4	3	-19	-3
CCOC(=O)[C@H]1[C@H]2COc3cc(OC)ccc3[C@@H]2N2C(=O)CN(Cc3ccc(OC)cc3)C(=O)[C@@]12C	11	2.0	5	2	5	0	-2	1	-2
Cc1c(C(=O)NCCS(=O)(=O)N2CCN(c3ccccc3F)CC2)cccc1[N+](=O)[O-]	48	0.4	-10	-1	-12	2	-5	-4	-2
CCn1c(SCC(=O)N2CCCc3ccccc32)nnc1-c1cccs1	11	0.6	-3	3	17	0	-1	10	-5
CCc1ccc(NC(=O)[C@@H](NC(=O)[C@@H]2Cc3ccccc3CN2)C(C)CC)cc1 (stereo partly specified)	23	5.0	3	3	20	-15	5	0	2
CC(C)CCN1CC(C(=O)N2CCN(c3ccc(F)cc3)CC2)CC1=O (stereo unspecified)	18	-2.8	-6	10	17	-12	0	-1	-1
COC(=O)c1cc(OC)c(OC)cc1NC(=O)c1ccc(OC)cc1	10	-1.6	4	2	-3	-1	14	4	2
COc1ccc(CN(C(C)=O)c2cccc(C)c2C)cc1	33	1.6	-5	4	-15	2	-4	1	-6
CN1/C(=C\C(=O)c2cccc(S(=O)(=O)N3CCCCC3)c2)C(C)(C)c2ccccc21	14	0.3	-3	4	19	-14	3	27	-4
CN(c1ccccc1C(=O)N1CCN(c2ccccc2)CC1)S(C)(=O)=O	6	7.9	1	-3	8	-2	-3	-10	2
COC(=O)[C@H](CCSC)NC(=O)Cn1cnc2c(OCc3ccccc3)ncnc21	5	1.0	2	-4	-3	-1	1	-4	-1
COc1ccc(Cn2c(=O)[nH]c3cc(C(=O)N4CCN(c5ccccn5)CC4)ccc3c2=O)cc1	12	0.5	-3	-9	0	-5	-1	0	-4
Cc1nc(NC(=O)c2cccnc2Cl)sc1C	-39	2.1	-7	-3	-4	-4	2	9	-5
CCOC(=O)c1cc2sccc2n1CC(=O)OC	10	0.6	-4	-23	4	-5	0	-9	0
Oc1ccc(Cl)cc1CNCc1cccc2ccccc12	5	2.1	-12	3	29	-1	5	23	3
Cc1onc(-c2ccccc2)c1NC(=O)N(CCC#N)Cc1ccccc1	-8	0.6	-2	-12	-5	0	1	1	2
COc1ccc(C2C(C(=O)c3sc(C)nc3C)=C(O)C(=O)N2CCN(C)C)cc1OC (stereo unspecified)	12	-0.2	-1	-5	-5	2	-1	-14	-3
CN(c1cccc(NC(=O)c2ccccc2N(C)S(=O)(=O)c2ccccc2)c1)S(C)(=O)=O	1	-0.6	9	5	8	-2	0	12	-2
O=[N+]([O-])c1ccccc1S(=O)(=O)Nc1ccn(Cc2c(F)cccc2Cl)n1	36	-0.6	1	-2	28	-2	-3	3	-2
O=C(NC1CC1)C1CC(=O)N(c2cccc(Cl)c2Cl)C1 (stereo unspecified)	-3	1.2	4	-4	8	-19	0	14	-2
S=c1[nH]nc(-c2ccccn2)n1/N=C/c1ccc(Br)s1	26	0.0	6	7	18	-3	-1	-3	0
CCOc1ccc(OCCOC(=O)CN2C(=O)NC3(CCCC3)C2=O)cc1	27	1.9	-4	-5	29	-15	0	4	4
COC(=O)c1cc(OC)c(OC)cc1NC(=O)c1cccc(C)c1	8	-1.7	4	18	-4	1	-3	8	-2
C=CCn1cc(C(=O)N2CCN(C)CC2)c(=O)c2cc(S(=O)(=O)N3CCCC3)ccc21	-16	-1.0	-10	-3	15	1	0	20	-2
Cc1ccc(CSCc2ccc(C(=O)NCCC(C)C)o2)cc1	21	-0.7	4	6	16	9	-6	2	-5
CCCCC1=CC2=CC(=O)C(C)(OC(=O)CC)C(=O)C2=CN1c1ccc(OC)cc1 (stereo unspecified)	1	0.8	-16	-17	7	-22	-1	-69	18
CN1C(=O)C(CC(=O)O)S/C1=N\N=C\c1ccc(O)cc1O (stereo unspecified)	-2	-0.8	-5	-3	4	-7	2	-20	-1
CCC(CC)CN1CCN=C1Nc1ccccc1	-7	0.4	0	8	-9	3	-1	-1	-5
Cc1cc(N/C=C\c2nnnn2-c2ccccc2)no1	17	6.3	8	0	3	-9	0	0	-3
O=C1CC(c2ccccc2)c2cccc(F)c21 (stereo unspecified)	24	-0.7	19	7	-1	7	-3	6	-6
Cc1ccc(CNC(=O)Cn2cnc(C(=O)Nc3ccc(C)c(C)c3)n2)o1	4	6.1	4	11	32	-5	5	.	.
CC(C(=O)NCCN1C(=O)S/C(=C\c2cccs2)C1=O)N1C(=O)c2ccccc2C1=O (stereo unspecified)	0	0.3	4	8	4	3	-3	7	0
COc1ccc(C(=O)OCC(=O)c2ccc(F)cc2)cc1OC	-4	0.5	-8	-8	21	-15	4	2	0
Cc1ccc(NC(=O)C2CC(O)CN2C(=O)Oc2ccccc2)c(C)c1 (stereo unspecified)	3	2.9	3	15	-1	-9	3	0	0
O=C(CSc1nnc2scc(-c3ccccc3)n12)NCc1ccc2c(c1)OCO2	-11	-3.5	2	22	17	-7	-1	10	-3
CC(C)C(OC(=O)c1cccs1)C(=O)NCc1ccc2c(c1)OCO2 (stereo unspecified)	13	0.8	-3	6	21	2	-2	7	-3
Cc1ccc2c(NC(=S)NC(=O)c3ccccc3)cccc2n1	39	-2.2	6	22	50	3	-4	-29	-4
CCOC(=O)CSc1nc(C)cc2c1C(=O)OC2	-4	0.0	5	7	16	-4	-2	-30	-1
Cc1c(C=O)c2ccccc2n1CC(=O)O	0	-3.1	6	4	8	-5	1	-3	-3
Cc1ccc(-c2cc(=O)c3cc(Cl)ccc3[nH]2)cc1	-27	-0.2	.	.	0	.	-1	16	-2
Fc1cccc(Cl)c1Cn1nnc(-c2ccc3c(c2)OCO3)n1	-246	4.1	4	8	21	3	2	2	-1
Cc1ccc(-n2c(-c3ccc(Cl)cc3)c[n+]3c2CCC3)cc1	30	0.4	9	1	-24	3	4	-20	-3
O=C(CSc1ncnc2ccccc12)NCCCO	23	2.4	-2	3	10	-6	-2	-1	-2
CN1CCN(C(c2ccc(Cl)cc2)c2cc(Cl)c3cccnc3c2O)CC1 (stereo unspecified)	73*	5.9	11	63*	59*	14	23	1	-5
CCc1cc(=O)oc2cc(C)cc(OCc3nn[nH]n3)c12	0	0.0	-4	12	-5	-2	-3	-17	0
CCOC(=O)c1ccc(CC2SC(N)=NC2=O)cc1 (stereo unspecified)	9	-2.5	-1	2	12	-4	-4	19	-12
C/C(CC(=O)Nc1ccccc1C(F)(F)F)=N\NC(=O)c1cnccn1	28	-0.8	-2	0	13	0	0	14	-6
COc1ccc(/C=N/NC(=O)C(=O)/C=C2\NC3(CCCC3)Cc3ccccc32)cc1	19	5.3	4	13	54*	10	3	-20	1
Cc1ccc(NC(=O)CCC(=O)N2CCOCC2)nc1	0	3.5	-3	2	-7	-20	0	6	0
COc1ccccc1/C=C/C(=O)Nc1nc(N)n(-c2ccccc2)n1	-16	1.0	-16	7	14	0	3	-14	4
Cc1cccc2c(SCC(=O)NCC3CCCO3)nc(-c3ccc(F)cc3)nc12 (stereo unspecified)	14	2.2	-1	8	6	7	1	13	-8
COc1cc(OC)cc(C(=O)N[C@H](C(=O)Nc2nc(-c3ccc(OC)c(OC)c3)cs2)C(C)C)c1	0	-0.4	13	4	9	2	8	-2	-2
CN(C)C(=O)CCc1ccc2c3c([nH]c2c1)[C@]1(CCC2CCCC2)[C@@H](C(=O)N2CCOCC2)C[C@H](CC(=O)NCCc2ccccn2)C(=O)N1CC3	32	0.2	0	21	33	-6	-2	.	.

(next part)
compound	Mdm2 MdmX PPI	CHOP UPR activ	CXCR6 inh	CCR6 antagonist	tim23-1 inh	EBI2 block	XBP1 UPR activ	APJ antag	APJ ag
CCCCn1nc(C(=O)Nc2ccc3c(c2)OCCO3)c2ccccc2c1=O	58*	0.7	3	5	43	5	2	-6	1
O=C(Cn1cc(C(F)(F)F)ccc1=O)N/N=C/c1ccccc1	-9	-0.1	-6	5	15	-3	4	-3	1
Cc1ccc(S(=O)(=O)CCC(=O)Nc2cccc(Cl)c2)cc1	-2	1.8	-15	12	14	10	-1	12	-2
CC(C)C(NC(=O)C(C)N1C(=O)c2ccccc2C1=O)c1ccccc1 (stereo unspecified)	4	1.3	10	13	34	-3	-3	24	-4
COc1ccc(C(=O)NCCc2ccc(C)cc2)cc1OC1CCN(C(C)=O)CC1	17	3.1	3	10	1	-7	-5	6	-2
CCN(CC)CCN(C(=O)c1cc2c(ccc3ccccc32)oc1=O)c1nc2cc3c(cc2s1)OCCO3	100*	19	2	5	31	8	210*	2	-1
COc1cc(CNc2cccc(F)c2)cc(Br)c1O	7	0.0	-17	4	16	-1	-3	0	2
Cc1cc(C(=O)NCCc2ccc(S(N)(=O)=O)cc2)no1	5	0.3	2	-1	11	-11	0	-8	-2
CC(=O)Nc1ccc(S(=O)(=O)NCCC(=O)NCc2ccncc2)cc1	-2	1.0	3	10	-9	9	-4	-49	3
O=C(NC1CCN(S(=O)(=O)c2cccc(F)c2)CC1)c1cccc(F)c1	-1	2.4	-14	23	6	-7	-5	16	2
Cc1cc([N+](=O)[O-])nn1CC(=O)Nc1ccc(Cl)cn1	19	-1.4	3	1	8	4	-1	0	-2
COc1ccc(Oc2ncccc2NC(=O)c2cccc(C)c2C)cc1	1	-1.1	7	19	27	-5	-5	-2	-4
